Lung fibro prol: antiproliferative effect on LL 47 fibroblasts – human, LL 47 cells, CellTiter-Glo luminescence, primary screen. 85,000 compounds, 1.1% hits. AID 719, 2007. LL 47 human lung fibroblast viability, ATP luminescence; hits give low values. viability, % at 10 µM;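 active means viability at or below 50% in the single dose screen; inactive means viability above 50%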;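 further: compound exposure lasted 72 h before the ATP readout; 100% = median luminescence of untreated cell-only wells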
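Test system: LL 47 human lung fibroblasts / Quantity: 1,150 cells in each well / Medium: IMEM growth medium with 15% fetal bovine serum / Incubation: 72 h compound exposure at 37 °C after overnight plating / Detection: CellTiter-Glo luminescence measuring cellular ATP / Read-out: % viability versus median cells-only luminescence / Benchmarks: cell-only wells, no compound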
PTPN22 act: LYP phosphatase activators, primary screen, biochemical, DiFMUP fluorescence, 2 µM | Tyrosine-protein phosphatase non-receptor type 22 (Homo sapiens), Q9Y2R2 | AID 697, 2007 | recombinant LYP; 0 = plate median, 100 = signal doubled | 96,000 compounds, 0.11% hits | activation, % at 2 µM;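 active means activation at 2 µM above a set limit, the mean plus 5 SD, cut at about 37% in these data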
H69AR inhibit: proliferation blockers of H69AR lung cancer cells, primary screen, cell-based, human, 86K library | 85,000 compounds, 6% hits | H69AR lung tumor viability, ATP luminescence, 72 h; hits give low values | viability, % at 10 µM;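 active means viability at or below 40%; inactive means viability above 40%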;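 further: multidrug resistant small cell line overexpressing MRP-1 efflux transporter; 100% = mean luminescence of untreated control wells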
S1P2 antag: human S1P2 receptor antagonists, primary screen, cell-based; Sphingosine 1-phosphate receptor 2 (Homo sapiens), O95136; cell-based S1P2 antagonist assay, inhibition at 5 uM; inhibition, % at 5 µM; 97,000 compounds, 0.21% hits; AID 736, 2007; in the data active means inhibition above about 45%;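 further: CRE beta-lactamase reporter cells expressing human S1P2 stimulated with S1P; 0% = agonist at EC80 alone and 100% = agonist plus reference antagonist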
Target sequence (O95136 whole entry, looked up): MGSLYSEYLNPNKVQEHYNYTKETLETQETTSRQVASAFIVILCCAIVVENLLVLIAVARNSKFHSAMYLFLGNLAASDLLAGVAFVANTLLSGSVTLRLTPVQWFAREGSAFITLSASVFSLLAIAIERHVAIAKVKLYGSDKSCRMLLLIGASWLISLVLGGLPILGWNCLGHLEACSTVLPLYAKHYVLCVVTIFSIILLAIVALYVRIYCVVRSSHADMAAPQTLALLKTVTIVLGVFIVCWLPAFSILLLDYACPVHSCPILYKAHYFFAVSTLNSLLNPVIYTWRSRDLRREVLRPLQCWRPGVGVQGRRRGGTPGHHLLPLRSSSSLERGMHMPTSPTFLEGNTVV
S1P2 agonist: S1P2 receptor agonists, primary screen, cell-based; Sphingosine 1-phosphate receptor 2 (Homo sapiens), O95136; S1P2-expressing cell line, agonist reporter read-out; activation, % at 4.5 µM; 97,000 compounds, 0.46% hits; in the data active means activation above about 16%;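 further: 0% = vehicle low control and 100% = maximal reference agonist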
HUVEC inhibit: inhibitors of HUVEC proliferation, primary screen, cell-based, 384-well | CellTiter-Glo luminescence, 72 h; hits give low values | 86,000 compounds, 1.1% hits | viability, % at 10 µM (by protocol) | AID 648, 2007;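 active means viability at or below 30%; inactive means viability above 30%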;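 further: 100% = median luminescence of DMSO-only cell control wells on each plate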
sEH inhibitor: soluble epoxide hydrolase inhibitors, primary screen, biochemical, human sEH. Bifunctional epoxide hydrolase 2 (Homo sapiens), P34913. recombinant human sEH enzymatic activity assay. inhibition, % at 2 µM. 91,000 compounds, 0.34% hits; in the data active means inhibition above about 80%; further: values of inactives mirror those of a sister screen read the other way; many of its hits are not listed in these tables
Target sequence (P34913 whole entry, looked up): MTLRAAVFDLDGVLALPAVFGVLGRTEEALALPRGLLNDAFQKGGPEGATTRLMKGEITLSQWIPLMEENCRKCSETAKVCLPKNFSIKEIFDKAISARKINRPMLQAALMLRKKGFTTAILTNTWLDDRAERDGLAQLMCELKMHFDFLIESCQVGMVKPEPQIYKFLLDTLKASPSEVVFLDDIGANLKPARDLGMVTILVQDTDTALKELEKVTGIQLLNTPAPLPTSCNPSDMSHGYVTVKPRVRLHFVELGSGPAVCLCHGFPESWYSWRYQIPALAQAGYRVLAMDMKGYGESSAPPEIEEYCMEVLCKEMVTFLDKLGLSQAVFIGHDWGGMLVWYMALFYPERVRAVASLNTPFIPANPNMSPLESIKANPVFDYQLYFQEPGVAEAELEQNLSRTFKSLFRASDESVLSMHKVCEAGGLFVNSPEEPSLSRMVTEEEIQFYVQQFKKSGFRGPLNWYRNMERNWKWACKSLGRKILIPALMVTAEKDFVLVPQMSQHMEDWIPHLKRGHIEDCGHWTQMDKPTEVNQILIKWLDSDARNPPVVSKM
PostGolgi ctrl: growth inhibition of yeast control strain, primary screen, counter-screen for post-Golgi transport modulator project. inhibition, % at 10 µM. AID 738, 2007. efflux-deficient yeast background strain, growth absorbance A615, 16 h. 98,000 compounds, 5% hits; in the data active means inhibition above about 30%
sEH act: soluble epoxide hydrolase activators, primary screen, biochemical, human sEH; 91,000 compounds, 0.04% hits; Bifunctional epoxide hydrolase 2 (Homo sapiens), P34913; AID 717, 2007; activation, % at 2 µM; purified human sEH enzymatic activity, activator screen; in the data active means activation above about 37%; further: values of inactives mirror those of a sister screen read the other way
Numbers without * were called inactive; . = no result given.

Value order: Lung fibro prol, PTPN22 act, H69AR inhibit, S1P2 antag, S1P2 agonist, HUVEC inhibit, sEH inhibitor, PostGolgi ctrl, sEH act
Cn1cc(C(=O)c2ccc(Cl)cc2Cl)cc1C(=O)O
 : ., -6, ., 5, -3, ., 16, 0, -17
O=C(C1CCCCC1)N1CCC(c2nc3c(nnn3Cc3c(F)cccc3Cl)c(=O)[nH]2)CC1
 : 90, -3, 67, 5, -4, 79, 0, ., 2
COc1ccc(-c2nc(CSCC(=O)N3CCc4ccccc43)c(C)o2)cc1OC
 : ., 0, 82, -6, -1, 95, -2, 25, 4
COc1ccc(-n2c(SCC(=O)NCc3cccs3)nnc2-c2ccoc2C)cc1
 : 94, -4, 78, 14, -8, 108, 2, 11, -4
CCn1nc(CC(=O)Nc2nnc(CC(=O)N3CCCC3)s2)c2ccccc2c1=O
 : 111, -6, 94, 17, -2, 88, 2, 3, 2
COCc1nnc(NC(=O)CSCc2ccccc2)s1
 : 100, -1, 95, 23, -1, 121, -7, 7, 7
CCC(=O)N1CC(C)C(=O)Nc2ccccc21 (configuration not stated)
 : 99, -4, 96, 2, -5, 99, -7, 13, 5
CCCOC(=O)c1cccc(NC(=O)c2cccnc2)c1
 : 98, 8, 79, -10, -4, 105, -2, 5, 0
CCOC(=O)C[n+]1c(C)ccc2c1CCC2
 : 95, 9, 99, -6, -2, 96, 7, ., -5
Cn1c(=O)cc(OCC(=O)NCCCN2CCN(c3cccc(Cl)c3)CC2)c2ccccc21
 : 82, ., 49, ., ., 75, ., 9, .
O=c1cc(-c2ccncc2)oc2ccccc12
 : 100, 1, 87, 13, -9, 92, 8, -6, -8
CC1(C)Nc2ccc(O)cc2-c2c1ssc2=S
 : 88, 7, 68, -4, -2, 27*, 10, 7, -7
CCOC(=O)C1CCN(C(=O)C2CCN(S(=O)(=O)c3c(C)noc3C)CC2)CC1
 : 101, 2, 80, -7, -4, 98, 8, 8, -6
O=C(CCCN1C(=O)c2ccccc2C1=O)NC1CCCCCC1
 : 105, 5, 97, 19, -3, 105, 44, 6, -42
CN1C(=O)COc2ccc(C(=O)c3oc4ccccc4c3-c3cnc4c(c3)COc3ccccc3-4)cc21
 : 102, 1, 85, -36, 2, 102, 3, ., -3

7 compounds out of the list above, sorted by the value under sEH inhibitor, descending.
molecule	PTPN22 act	S1P2 antag	S1P2 agonist	sEH inhibitor	sEH act
O=C(CCCN1C(=O)c2ccccc2C1=O)NC1CCCCCC1	5	19	-3	44	-42
Cn1cc(C(=O)c2ccc(Cl)cc2Cl)cc1C(=O)O	-6	5	-3	16	-17
CCOC(=O)C[n+]1c(C)ccc2c1CCC2	9	-6	-2	7	-5
CN1C(=O)COc2ccc(C(=O)c3oc4ccccc4c3-c3cnc4c(c3)COc3ccccc3-4)cc21	1	-36	2	3	-3
CCn1nc(CC(=O)Nc2nnc(CC(=O)N3CCCC3)s2)c2ccccc2c1=O	-6	17	-2	2	2
O=C(C1CCCCC1)N1CCC(c2nc3c(nnn3Cc3c(F)cccc3Cl)c(=O)[nH]2)CC1	-3	5	-4	0	2
CCCOC(=O)c1cccc(NC(=O)c2cccnc2)c1	8	-10	-4	-2	0

Later entries:
Value order: Lung fibro prol, PTPN22 act, H69AR inhibit, S1P2 antag, S1P2 agonist, HUVEC inhibit, sEH inhibitor, PostGolgi ctrl, sEH act
O=C(OCc1nc2ccccc2s1)[C@@H]1CCCN1S(=O)(=O)c1ccccc1F
 : 94, 11, 95, 11, -3, 87, -5, 14, 8
Cc1occc1C(=O)Nc1cccc(C(=O)NCc2ccccc2)c1
 : 100, 3, 78, 15, -6, 95, 10, 22, -10
COc1cc2c(cc1OC)-c1nnc(-c3cccs3)n1C1(CCCC1)C2
 : 96, -8, 77, 7, -6, 92, 0, 17, 0
O=C1CC(c2ccccc2)CC(O)=C1C=NCCCN1CCOCC1 (configuration not stated)
 : 106, -11, 96, 23, 0, 100, -6, 0, 5
CCOC(=O)c1c(C)[nH]c(C(=O)COC(=O)c2ccccc2NC(=O)c2ccco2)c1C
 : 100, 5, 18*, -11, -4, 65, ., -2, .
C=C1CSc2nc(=O)c3c4c(sc3n21)CCCC4
 : 92, -4, 94, 7, -1, 114, -7, 19, 8
COc1cccc(-c2nc(S(=O)(=O)c3ccccc3)c(N3CCOCC3)o2)c1
 : 94, -1, 70, -23, -6, 96, 3, 16, -2
COc1cc(SC)ccc1C(=O)NCCOc1c(C)cc(C)cc1C
 : ., -1, ., -15, -3, ., -30, 29, 28
CCOc1ccccc1OCCCOc1ccc(C)cc1Br
 : ., 1, ., -13, 0, ., 2, 2, 0
CC(C)NC(=O)NC(=O)COC(=O)c1ccccc1Oc1ccccc1
 : ., -7, ., -11, -2, ., 2, 11, -1
COc1cccc(C(CC(=O)NCCN2CCOCC2)NS(=O)(=O)c2ccc(C)cc2)c1OC (configuration not stated)
 : 90, -6, 102, 22, -5, 85, -2, 4, 0
CCCn1nc(NS(C)(=O)=O)c2cc3cccc(C)c3nc21
 : 99, 7, 95, 0, -7, 95, -8, 36*, 7
O=C(COc1ccccc1)Nc1nn[nH]n1
 : 95, -1, 107, 2, -3, 87, 24, 6, -26
Cc1nn(Cc2c(F)c(F)c(F)c(F)c2F)c(C)c1NC(=O)c1ccc(COc2cc(Cl)ccc2Cl)cc1
 : ., 3, ., 5, -7, ., 30, 7, -30
CC1CCCCC1NC(=O)COC(=O)COc1ccc(Cl)cc1 (configuration not stated)
 : ., 0, ., -28, -4, ., -6, 1, 4

Two entries from above, as a markdown table.
| compound | Lung fibro prol | PTPN22 act | H69AR inhibit | S1P2 antag | S1P2 agonist | HUVEC inhibit | sEH inhibitor | PostGolgi ctrl | sEH act |
| --- | --- | --- | --- | --- | --- | --- | --- | --- | --- |
| O=C(COc1ccccc1)Nc1nn[nH]n1 | 95 | -1 | 107 | 2 | -3 | 87 | 24 | 6 | -26 |
| Cc1nn(Cc2c(F)c(F)c(F)c(F)c2F)c(C)c1NC(=O)c1ccc(COc2cc(Cl)ccc2Cl)cc1 | . | 3 | . | 5 | -7 | . | 30 | 7 | -30 |

Additional results follow:
Value order: Lung fibro prol, PTPN22 act, H69AR inhibit, S1P2 antag, S1P2 agonist, HUVEC inhibit, sEH inhibitor, PostGolgi ctrl, sEH act
COCCn1c(-c2ccsc2)nc2c1c(=O)[nH]c(=O)n2CC(C)C
 : ., 1, ., -11, -1, ., -10, 16, 8
COCCN(CC(=O)NC1CCCCC1)C(=O)c1csnn1
 : ., 6, ., -2, 0, ., 2, 1, 0
COc1cc(Br)c(C(C)NC(=O)c2ccccc2)cc1OC (configuration not stated)
 : ., -2, ., 12, -1, ., -2, -2, 5
O=C(C1CC(c2ccc(F)cc2)=NO1)N1CCCc2ccccc21 (configuration not stated)
 : 96, 4, 103, 17, -6, 90, 7, 6, -8
O=C(CSCSCC(=O)NCC1CCCO1)NCC1CCCO1 (configuration not stated)
 : 98, -2, 96, -20, -3, 94, 1, -2, -1
O=C(CN1C(=O)CCSc2ccccc21)Nc1ccccc1
 : 107, ., 97, ., ., 106, ., 3, .
CCNc1nc(NCC)nc(OCCNS(=O)(=O)c2cc(C)ccc2C)n1
 : 92, -10, 85, -9, -3, 97, -22, -10, 19
CCN(CC)S(=O)(=O)c1ccc(NC(=O)c2ccccc2N(C)S(C)(=O)=O)cc1
 : 96, 6, 93, 11, -4, 96, 3, 5, -4
CCCc1cc(=O)n2[nH]c(C)nc2n1
 : 102, -1, 88, 4, -4, 87, 6, 10, -5
COCCCn1c2nc3ccccc3nc2c2c(=O)n(-c3ccccc3OC)cnc21
 : 117, -4, 81, -18, 4, 98, -4, 4, 4
CCCCn1c(SCC(=O)N2CC(=O)Nc3ccccc32)nnc1-c1ccoc1C
 : 101, 6, 90, -20, -4, 105, -4, 11, 3
COc1cccc(Oc2cn[nH]c2-c2ccc(O)cc2O)c1
 : 87, -5, 73, 7, -1, 84, -13, 16, 12
CN1CCN(c2ccc(S(=O)(=O)N3CCCCC3)cn2)CC1
 : 102, -10, 106, -1, -7, 91, -10, 6, 12
CC(C)C1=C2CCCCC2NC(=O)N1 (configuration not stated)
 : 97, -1, 96, 3, -3, 97, ., 0, .
Fc1cccc(-c2cc3nc4c(c(N5CCOCC5)n3n2)CCCC4)c1
 : 94, ., 63, ., ., 92, ., 70*, .
CCOC(=O)C1CCCN(c2c(NCCCN3CCCC(C)C3)c(=O)c2=O)C1 (configuration not stated)
 : 100, 3, 100, 12, -3, 107, 10, 1, -9
c1ccc2c(Nc3nc4c(s3)CCCC4)cccc2c1
 : ., -7, ., 15, -5, ., 4, -4, -6
CN(C(=O)CN1CCC(NC(=O)C2CCCCC2)CC1)C1CCCCC1
 : 100, -12, 92, 0, -4, 87, 11, 2, -9
CC1=C(C(=O)OC(C)C)C(C)C(C(=O)OC(C)C)=C(C)N1
 : 95, ., 95, ., ., 111, ., 8, .
CC(C)Oc1ccc(C2NC(=O)NC2=O)cc1 (configuration not stated)
 : 93, 14, 102, -2, -1, 91, 2, 6, -3
CC(C)C(=O)Nc1nnn(C)n1
 : 110, 7, 92, -3, -1, 96, -7, 0, 7
O=C(Nc1ccccc1N1CCCCC1)c1ccc(F)cc1
 : 106, -17, 90, -31, -3, 101, 0, 16, 0
CN1C(=O)CC(NNC(=O)c2ccc(Cl)cc2)C1=O (configuration not stated)
 : 99, -4, 83, 16, -2, 88, 9, -12, -8
Cc1ccccc1-n1c(Cn2c(=O)sc3ccccc32)nnc1SCC(=O)Nc1nccs1
 : 94, ., 78, ., ., 90, ., 5, .
Cc1cccc(NC(=O)c2cc(S(=O)(=O)c3ccccc3)ccc2Cl)c1
 : ., -2, ., 11, -1, ., 6, 8, -5
COc1cc(-c2nc3cnccn3c2Nc2c(C)cccc2C)ccc1O
 : 94, -10, 60, -23, 0, 104, -6, 15, 8
c1ccc(Cn2nnnc2C(c2cccs2)N2CCCCCC2)cc1 (configuration not stated)
 : 82, 1, 22*, 4, 1, 89, -4, 24, 5
Cc1onc(-c2ccccc2)c1C(=O)NCc1ccco1
 : 93, 6, 91, -6, -3, 101, -1, 8, 0
O=C(C1CCC1)N(CCc1ccccc1)Cc1nc2ccccc2c(=O)[nH]1
 : 96, -6, 97, 22, -9, 95, 11, 9, -11
Cn1cc([N+](=O)[O-])c(C(=O)Nc2nc(-c3ccc(Cl)cc3)cs2)n1
 : ., 15, ., 27, 0, ., 0, 40*, 1

As entered above.
In Lung fibro prol, CC1=C(C(=O)OC(C)C)C(C)C(C(=O)OC(C)C)=C(C)N1 has 95
In S1P2 agonist, c1ccc2c(Nc3nc4c(s3)CCCC4)cccc2c1 has -5

Further compounds follow:
Value order: Lung fibro prol, PTPN22 act, H69AR inhibit, S1P2 antag, S1P2 agonist, HUVEC inhibit, sEH inhibitor, PostGolgi ctrl, sEH act
O=C(Cn1cnc2c(cnn2-c2ccc(F)cc2)c1=O)OCc1ccccc1
 : 100, -6, 98, 16, -5, 81, -2, 3, 2
CN1CCN(C(=O)c2cc3c(ccc4ccccc43)oc2=O)CC1
 : 100, 6, 133, 4, -7, 106, -4, 1, 6
O=C(Cc1c(F)cccc1Cl)NCC1CCCO1 (configuration not stated)
 : 99, -9, 95, 9, -5, 95, 10, 8, -7
CN(C1CCCCC1)S(=O)(=O)c1ccc(S(=O)(=O)N2CCCC2)cc1
 : 98, -3, 86, 18, -5, 97, -9, 4, 8
CCOc1ccc2c(c1)sc1nc(C(=O)OC)cc(=O)n12
 : 100, 1, 96, -20, -6, 97, 3, ., -1

Screening results (PubChem)

These rows are one share of the data; the hit share may differ from the screen's.
